Screening data deposited in PubChem BioAssay by Sanford-Burnham Center for Chemical Genomics.
hIAP activ: human IAP activation | purified human IAP, CDP-Star luminescence, 30 min; stronger effect = higher value; 1 = vehicle-only enzyme, 0 = enzyme-free background | activation factor at 10 µM | 330,000 tested, 0.16% active | AID 2524;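 active means activation factor of the enzyme at least 2-fold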; further: the source names both 10 and 20 µM as test concentration; values of inactives mirror those of a sister screen read the other way
Target sequence (P09923 whole entry, looked up): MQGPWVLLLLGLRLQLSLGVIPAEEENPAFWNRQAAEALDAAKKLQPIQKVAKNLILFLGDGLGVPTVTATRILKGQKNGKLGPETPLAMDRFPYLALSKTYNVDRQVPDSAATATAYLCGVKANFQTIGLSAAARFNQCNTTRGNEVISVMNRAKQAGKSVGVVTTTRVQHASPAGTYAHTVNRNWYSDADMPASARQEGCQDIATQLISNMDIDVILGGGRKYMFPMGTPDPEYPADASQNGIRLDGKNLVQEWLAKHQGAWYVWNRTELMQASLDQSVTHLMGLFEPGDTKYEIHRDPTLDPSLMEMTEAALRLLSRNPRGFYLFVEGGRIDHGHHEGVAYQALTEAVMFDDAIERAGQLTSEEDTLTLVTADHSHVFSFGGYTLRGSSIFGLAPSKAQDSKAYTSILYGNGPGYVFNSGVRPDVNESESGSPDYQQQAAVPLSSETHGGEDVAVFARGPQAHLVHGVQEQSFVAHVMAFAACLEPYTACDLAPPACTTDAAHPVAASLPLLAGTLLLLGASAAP
mIAP act: mouse IAP activation | muIAP, CDP-Star luminescence, 30 min; stronger effect = higher value; 1 = vehicle-only enzyme signal, 0 = enzyme-free wells | activation factor at 10 µM | 330,000 tested, 0.24% active;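 active means activation factor of at least 2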; further: the source names both 10 and 20 µM as test concentration; values of inactives mirror those of a sister screen read the other way
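Assay system: mouse IAP enzyme / Compound: DMSO-dissolved test compounds / Timing: 30 min, room temperature / Measured by: luminescence from enzymatic CDP-Star hydrolysis / Control set: DMSO-only wells, enzyme-free buffer wells as negative control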
mIAP inh: mouse IAP inhibition; inhibition, % at 10 µM; AID 2806; purified mouse IAP, CDP-Star luminescence, 30 min; 330,000 tested, 0.2% active;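 active means inhibition of at least 40% at 10 µM in the primary screen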;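 further: plate controls were DMSO with enzyme for no effect and no enzyme wells for full effect; values of inactives mirror those of a sister screen read the other way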
PfGluPho inh: PfG6PD (Plasmodium falciparum) enzyme inhibition | PfGluPho enzyme, NADPH resazurin-diaphorase fluorescence | 350,000 tested, 0.78% active | inhibition, % at 20 µM | AID 504690;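 active means inhibition reaching at least a set limit at 20 µM in the primary screen, cut at about 59% in these data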;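 further: 0% = DMSO wells with substrate and 100% = DMSO wells lacking glucose-6-phosphate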
hIAP inh: blocks human intestinal alkaline phosphatase | purified IAP, CDP-Star luminescence, 30 min | AID 2544 | inhibition, % at 10 µM | 330,000 tested, 0.12% active;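 active means inhibition reaching a set limit with compound at 10 µM in the primary screen, cut at about 35% in these data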;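 further: plate controls were DMSO wells with enzyme for no effect and no-enzyme buffer wells for full effect; values of inactives mirror those of a sister screen read the other way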
HKDC1 inhibitor: blocks human hexokinase HKDC1 activity; inhibition, % at 20 µM; Q2TB90; 340,000 tested, 0.16% active; recombinant HKDC1, G6PDH/diaphorase resazurin coupled fluorescence;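 active means inhibition above about 35% when tested at 20 µM, limit read from the data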;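 further: plate controls were DMSO wells with enzyme for no effect and DMSO wells lacking enzyme for full effect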
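Test system: HK5 enzyme. Quantity: 5 µg/mL HK5 final. Reagent: glucose and ATP substrates. Schedule: 90 min reaction incubation at room temperature, dark. Technique: resazurin-to-resorufin fluorescence via G6PDH and diaphorase coupling, 525/613 nm. Control set: DMSO wells with and without enzyme mix.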
ATG4B inh: blocks human ATG4B protease cleavage of LC3 substrate; Q9Y4P1; ATG4B cleavage of LC3-PLA2, NBD-HPC fluorescence, 1 h; inhibition, % at 8.33 µM; 340,000 tested, 0.51% active; in the data active means inhibition above about 40%
Target sequence (Q9Y4P1 whole entry, looked up): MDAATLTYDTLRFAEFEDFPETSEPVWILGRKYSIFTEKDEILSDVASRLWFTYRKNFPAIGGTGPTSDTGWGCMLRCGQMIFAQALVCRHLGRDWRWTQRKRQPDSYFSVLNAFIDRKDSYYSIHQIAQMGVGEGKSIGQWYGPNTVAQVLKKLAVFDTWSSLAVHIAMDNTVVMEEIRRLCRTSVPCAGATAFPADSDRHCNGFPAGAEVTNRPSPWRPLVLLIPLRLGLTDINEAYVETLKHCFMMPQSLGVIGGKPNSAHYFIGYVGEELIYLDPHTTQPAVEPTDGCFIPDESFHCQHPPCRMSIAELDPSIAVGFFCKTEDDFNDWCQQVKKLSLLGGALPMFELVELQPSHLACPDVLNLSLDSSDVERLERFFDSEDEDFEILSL
A3A deaminase: human APOBEC3A DNA deaminase inhibition | recombinant A3A, FAM/TAMRA ssDNA deamination fluorescence | inhibition, % at 20 µM | 330,000 tested, 0.41% active | AID 493011;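 active means at least 40% inhibition at 20 µM here, with at most 30% in a related deaminase screen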;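 further: plate controls were A3A with DMSO for no effect and wells lacking A3A enzyme for full effect; some results filed as inactive read as strong as hits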
Active calls of the source: *. Random draw from the library (roughly 2.4% active in at least one column).

SMILES	hIAP activ	mIAP act	mIAP inh	PfGluPho inh	hIAP inh	HKDC1 inhibitor	ATG4B inh	A3A deaminase
COc1ccc(CCNC(=O)c2cccc(C(=O)NCCc3ccc(OC)cc3)n2)cc1	1	1	-4	6	-4	2	-21	1
CC(=O)c1c(C)nn(CCC(=O)O)c1C	0.96	0.87	13	-25	4	-1	0	4
Cn1c2ccccc2n2c(=O)c(=O)n(CC(=O)c3ccc(Cl)cc3)nc12	0.8	0.99	0	6	20	-6	-4	1
COC(=O)c1ccccc1NC(=O)Nc1c(C)n(C)n(-c2ccccc2)c1=O	1.2	1	-4	4	-19	3	8	0
COc1ccc(NC(=O)[C@H](C)NC(=O)[C@@H]2Cc3ccccc3CN2C(=O)OC(C)(C)C)cc1	1.1	0.98	2	25	-7	-1	-13	6
CCOC(=O)CSCC(=O)Nc1cc(C)ccc1C	1.1	1.1	-6	-6	-5	11	13	2
CCOC(=O)CNC(=O)c1ccc(Br)s1	0.93	1.1	-5	10	7	-6	-7	-1
O=S(=O)(Cc1ccccc1)Nc1ccc(S(=O)(=O)NCC2CCCO2)cc1 (stereo not given)	1.3	1	-2	-14	-34	-8	1	0
CCCCC(=O)NC1=C(C(=O)OC)SCC1	1	0.92	8	-4	-5	5	2	-1
COc1cccc(NC(=O)CN(C)C(=O)C(C)Sc2ccccc2)c1 (stereo not given)	0.87	0.95	4	12	13	-8	4	-3
CC1=NN(C(=O)COc2ccccc2)C(O)(c2cccnc2)C1 (stereo not given)	1.2	0.97	3	-3	-15	-2	-10	-6
Cc1ccccc1CCNC(=O)c1ccc(Cl)c(S(=O)(=O)N2CC(C)OC(C)C2)c1 (stereo not given)	0.94	0.92	8	14	6	0	3	-2
Cc1ccc2c(c1)c1c(n2CC(O)Cn2c(C)nc3ccccc32)CCCC1 (stereo not given)	0.96	1.1	-8	2	4	-2	-6	1
COC(=O)C1=C(COc2ccccc2)NC(=O)NC1c1ccc(Cl)cc1 (stereo not given)	0.98	0.92	8	-3	2	-2	1	-2
O=C(NCCNC(=O)c1ccccc1F)c1ccco1	0.88	1	0	-3	12	-7	6	-4
COc1ccc(C2=CC(=O)CC(c3ccc(F)cc3)C2)cc1 (stereo not given)	0.93	0.98	2	-2	7	5	-3	-1
Cc1ccc(NC(=O)C2CCN(S(=O)(=O)c3c(C)noc3/C=C/c3ccco3)CC2)nc1	0.87	0.95	4	10	13	-5	-3	-4
Cc1ccc(C)c(S(=O)(=O)N2CCN(C(=O)Cn3c(=O)cnc4ccccc43)CC2)c1	0.97	0.94	6	6	3	-5	-1	-2
COc1ccccc1N1CCN(C(=O)C(=O)c2cn(CC(=O)N3CCCC3)c3ccccc23)CC1	0.86	1.1	-6	0	14	-2	-7	3
N#C/C(=C\c1ccco1)c1nc2ccccc2s1	0.94	0.99	0	-5	6	7	16	-1
CCc1ccc(Nc2nnc(SCC(=O)c3c(N)n(C4CC4)c(=O)[nH]c3=O)s2)cc1	1.1	1.2	-23	7	-6	-2	4	-6
CC(=O)Nc1nc(SCC(=O)NCC2CCCO2)[nH]c(=O)c1NC(=O)c1cccs1 (stereo not given)	1.1	1.1	-9	0	-12	-1	-5	0
COC(=O)c1ccc(C2/C(=C(\O)c3cccc(OC)c3)C(=O)C(=O)N2CCCN2CCOCC2)cc1 (stereo not given)	1.1	1.1	-9	-3	-10	5	-9	0
COC(=O)c1c(-c2cccc(C)c2)csc1N	0.98	0.94	6	36	2	-2	-9	-4
C=CCn1c(-c2ccccc2)ccc(C#N)c1=O	0.97	0.92	8	5	2	0	8	-2
CCN(Cc1nc2ccccc2c(=O)[nH]1)C(=O)c1cccc(NC(=O)c2cccs2)c1	1	1	-1	13	-2	-3	2	0
Cc1ccccc1-n1c(SC/C(O)=C(\C#N)c2nc3ccccc3[nH]2)nnc1-c1ccncc1	1.1	0.84	16	-1	-6	4	-13	-2
O=C(C1CCCCC1)N1CCN(c2ncccn2)CC1	1	1	-2	1	-3	-8	-9	-2
CCOC(=O)c1oc2ccc(S(=O)(=O)N3CCC(C)CC3)cc2c1C	0.89	0.98	2	-1	11	-19	-7	1
Cn1nc(OC(=O)Nc2ccc(F)cc2)cc1C(F)(F)F	0.99	1.2	-21	15	1	0	3	-1
COc1ccc(NS(=O)(=O)c2cc(NC(=O)CCNC(C)=O)ccc2N2CCCCC2)cc1	0.86	1	-2	8	14	-3	-4	1
CCOc1ccc(NC(=O)CC2CC(C)(C)OC2=O)cc1 (stereo not given)	1	0.95	5	-1	-2	-1	-5	-1
CN(C)C=NC(=O)/C(C#N)=C/c1ccccc1	1	1	0	0	-4	-5	-7	1
COC(=O)c1ccccc1S(=O)(=O)N1CCC(C(=O)OCc2cccc(OC)c2OC)CC1	1	0.94	6	-2	-2	8	-3	-3
COc1ccc(NC(=O)/C(=C\c2ccccc2)NC(=O)c2ccco2)cc1	0.97	1.1	-6	-7	3	-1	-6	2
O=C(c1ccc(-n2cncn2)c([N+](=O)[O-])c1)N1CCN(S(=O)(=O)c2ccccc2Br)CC1	0.96	0.97	3	-4	4	-2	-7	-1
Cc1cc(NC(=O)CSC2=NCCS2)no1	0.93	0.92	8	-2	7	-4	-10	-1
COc1cccc(NC(=O)CN2CCc3ccccc3C2)c1	1.3	1	-4	1	-32	-5	6	4
CC(=O)Nc1ccc(C(=O)OCC(=O)NCc2ccccc2)cc1	1.1	1.1	-7	0	-11	12	-9	5
Nc1nonc1-n1nnc(C(=O)N/N=C/c2ccccc2)c1CSc1ccc(Cl)cc1	0.91	1	0	15	9	-4	-3	-1
Cc1noc(C)c1S(=O)(=O)N(C)C[C@H]1Oc2c(NS(=O)(=O)c3cn(C)cn3)cccc2C(=O)N([C@H](C)CO)C[C@@H]1C	0.98	0.93	7	-11	2	0	2	-6
Cc1cc(C)nc(Oc2ccc(Br)cc2Br)n1	0.99	1	-5	0	1	0	-4	7
Cn1c(=O)c2c(ncn2CC(=O)N/N=C/c2ccco2)n(C)c1=O	1.1	0.97	3	-5	-8	7	12	-1
O=c1nc(-c2ccccc2)c2cc(Cl)ccc2[nH]1	1.1	0.98	2	-31	-14	-2	-3	0
O=C(NCc1cccs1)c1cccc(N2CCCC2=O)c1	1.1	1.1	-11	-1	-12	-4	-1	-6
NC(=O)c1ccc[n+](CC(=O)NCc2ccc(Cl)cc2)c1	0.91	1	-2	14	9	-5	3	2
COc1ccccc1C(=O)Nc1cc2ccccc2oc1=O	1.1	0.97	3	-2	-5	-6	-6	-2
Cc1ccc(NC(=O)CCC(C(=O)O)N2C(=O)c3ccccc3C2=O)cc1 (stereo not given)	1.2	0.96	4	2	-23	-8	2	-19
CCc1ccc(N(CC(=O)NCc2ccc(OC)cc2)C(=O)CCC(=O)Nc2ccccn2)cc1	1.2	1	-1	9	-18	-2	-6	-1
Cc1ccc(Nc2ccc(C(N)=O)cc2[N+](=O)[O-])cc1C	0.86	0.81	19	-8	14	14	65*	-3
O=C(N/N=C/c1ccccc1[N+](=O)[O-])c1ccc(CN2CCOCC2)cc1	1.1	0.88	12	3	-8	4	10	-3
COCCN(C(=O)CCC(=O)Nc1cc(C)on1)C(C(=O)NC1CCCC1)c1ccc(C)cc1 (stereo not given)	1	0.96	4	18	-4	-9	-6	-2
COc1ccc(NC(=O)c2ccc3c(c2)NC(=O)CS3)cc1S(=O)(=O)Nc1ccc(Br)cc1	1.1	0.85	15	11	-8	-8	-12	3
CC(=O)c1cccc(NC(=O)N2CCCC2C(=O)Nc2cccc(C)c2)c1 (stereo not given)	1.1	0.99	1	-2	-15	-3	-9	-3
CCOC(=O)CN(C(=O)COc1nc(-c2ccccc2)cc(C)c1C#N)c1ccc(C)cc1	0.96	0.96	4	8	4	4	-14	1
CC(=O)c1ccc(NC(=O)C(C)OC(=O)C2CC(=O)N(c3ccc4c(c3)OCCO4)C2)cc1 (stereo not given)	1.1	0.9	10	-14	-7	-9	2	-2
CCn1c(SCCOc2ccc(OC)cc2)nnc1C(CO)NC(=O)c1ccc(OC)cc1 (stereo not given)	0.86	0.98	2	-7	14	-4	-7	-1
CCOC(=O)c1cc(C(=O)OCC)c2cccc(C)n2c1=O	0.97	0.96	4	2	3	1	9	-7
CCCNC(=O)c1ccc(S(=O)(=O)c2ccc(OC)cc2)c([N+](=O)[O-])c1	1.1	0.89	11	-5	-12	6	-7	-3
CCCCn1c(N)c(N(CCC(C)C)C(=O)C2CC(=O)N(Cc3ccc(C)cc3)C2)c(=O)[nH]c1=O (stereo not given)	1.1	1	-2	-7	-10	-3	-7	18
Next part.
SMILES	hIAP activ	mIAP act	mIAP inh	PfGluPho inh	hIAP inh	HKDC1 inhibitor	ATG4B inh	A3A deaminase
CCNCCNC(=O)c1c(O)c2ccccc2n(CC)c1=O	1.1	0.97	3	6	-5	-6	-2	1
Cn1cc(C(=O)NS(=O)(=O)Nc2ccc(Br)cn2)c2ccccc21	0.94	0.96	4	-12	6	2	6	-5
Cc1ccccc1SCC(=O)N/N=C/c1ccc(F)cc1	0.85	0.92	8	45	15	1	-6	-3
CCOC(=O)C1CCCN(Cc2ccccc2OCC)C1 (stereo not given)	1	0.94	6	-7	-2	-18	-3	-2
COC(=O)Cc1coc2cc(OC)ccc12	0.97	0.97	3	-8	3	2	-7	-1
O=c1[nH][nH]c2cc(=O)n(-c3ccc(Cl)cc3)nc12	0.94	0.89	11	-16	6	-2	-1	4
Cc1nnnn1/C(=C\c1ccccc1)C(=O)OCC(=O)NC(C)(C)C	0.97	1	-1	-13	3	8	-4	1
CC(C)c1ccc(NC2CCCN(C(=O)c3ccccc3-c3ncc[nH]3)C2)cc1 (stereo not given)	0.92	1	-1	11	8	6	-6	-2
CCOc1ccc(NC(=O)COC(=O)CCCc2c[nH]c3ccccc23)cc1	0.91	1.1	-8	7	9	-9	0	1
C=CCN1CCN(c2ccncc2S(=O)(=O)N2CCCCC2)CC1	0.82	1	0	-5	18	-1	5	9
CC1CCN(C(=O)CC2C(=O)Nc3c2c(=O)n(C)c(=O)n3Cc2ccccc2)CC1 (stereo not given)	0.99	0.92	8	-4	1	12	-5	2
COc1cc(NS(=O)(=O)c2ccc(OC)c(C)c2C)c(OC)cc1Cl	0.99	0.79	21	23	1	0	-12	1
O=c1c2c3c(sc2nc2n1CCC2)CCCCC3	0.92	0.98	2	9	8	2	-4	4
O=C(CNC(=O)c1ccccc1Br)N/N=C/c1ccc(O)cc1	0.89	1	-2	-11	11	-7	4	-4
Cc1ccc(S(=O)(=O)N2CCN(C)CC2)c2nsnc12	0.84	1.1	-7	9	16	-5	-3	-3
